High-throughput results: PubChem, Emory University Molecular Libraries Screening Center
14-3-3g Raf: 14-3-3 gamma protein interaction modulation. inhibition, % at 40 µM. actives 0.19% (n = 160,000). P61981. AID 422. FP, 14-3-3gamma / TMR-pS259-Raf peptide binding; in the data active means inhibition above about 30%;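 further: 0% = protein plus tracer without compound and 100% = blank with tracer alone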
Target sequence (P61981 whole entry, looked up): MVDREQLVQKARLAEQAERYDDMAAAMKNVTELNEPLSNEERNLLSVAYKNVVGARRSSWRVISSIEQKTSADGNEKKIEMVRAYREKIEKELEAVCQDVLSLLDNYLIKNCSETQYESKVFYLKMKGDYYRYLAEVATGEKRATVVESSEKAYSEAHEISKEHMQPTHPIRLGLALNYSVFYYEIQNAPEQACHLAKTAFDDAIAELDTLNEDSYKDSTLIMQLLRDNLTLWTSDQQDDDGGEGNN
* = called active by the depositor; & = joins results of further samples.

`COc1ccc(NC(=O)c2cc3n(n2)C(C(F)(F)F)CC(c2ccc4c(c2)OCO4)N3)cc1Cl` (stereo not drawn) gave 14-3-3g Raf 2.
For O=C(CSc1cn(Cc2ccc(Cl)cc2)c2ccccc12)N1CCCCCC1 the results were 14-3-3g Raf 5.
For CCC1Sc2ccccc2N(CC(=O)NCCOC)C1=O (stereo not drawn) the results were 14-3-3g Raf -6.
COc1ccc(-c2nc3ccc(Br)cn3c2Nc2ccc(C)cc2)cc1O was read as 14-3-3g Raf 1.
O=C(Nc1ccc(-c2nc3ccccc3o2)cc1)c1cc(=O)c2ccccc2o1 was read as 14-3-3g Raf -31.
For CCOc1ccc(NS(=O)(=O)c2ccc3[nH]cc(C(=O)N4CCOCC4)c(=O)c3c2)cc1 the results were 14-3-3g Raf 4.
Screening Cc1ccc(OCC(=O)NC2CCS(=O)(=O)C2)cc1 (stereo not drawn) returned 14-3-3g Raf -5.
`O=C(Oc1ccc2c(c1)OCO2)c1cccs1` gave 14-3-3g Raf -3.
`CCOC(=O)c1ccc(NC(=O)COc2ccc(C)cc2C)cc1` gave 14-3-3g Raf 5.
Screening COc1ccc(OC)c(NC(=O)CCS(=O)(=O)c2ccc(Br)s2)c1 returned 14-3-3g Raf -5.
COCCNC(=O)C1CCC(Cn2c(=O)[nH]c3ccsc3c2=O)CC1 (stereo not drawn) was read as 14-3-3g Raf 3.
For Cc1ccc(-n2c3c(cc(C(=O)Nc4cccnc4)c2=O)C(=O)CC(C)(C)C3)cc1 the results were 14-3-3g Raf 0.
For CCOC(=O)C1C(=O)C=C(c2ccco2)CC1c1ccc(Br)cc1 (stereo not drawn) the results were 14-3-3g Raf -6.
Screening O=C1C2C3C=CC(C3)C2C(=O)N1CNc1ccc(O)cc1 (stereo not drawn) returned 14-3-3g Raf 7.
`CSCCC(C(=O)NC1CCCCCC1)N1Cc2ccccc2C1=O` (stereo not drawn) gave 14-3-3g Raf -9.
CCOC(=O)c1c(NC(=O)CCC(=O)O)sc2c1CCN(C)C2 was read as 14-3-3g Raf -1.
For OCCCc1nc2n(n1)C(c1ccco1)C=C(c1ccc(F)cc1)N2 (stereo not drawn) the results were 14-3-3g Raf -18.
Screening CCNC(=O)C1CC(=O)N(CCCc2ccccc2)C(=Nc2ccccc2)S1 (stereo not drawn) returned 14-3-3g Raf -2.
Screening CCn1c(SCC(=O)Nc2ccc(C(C)=O)cc2)nnc1-c1cccnc1 returned 14-3-3g Raf -4.
Screening CC1CCCC(NC(=O)CN2C(=O)CSc3ccc(S(=O)(=O)N4CCCC4)cc32)C1C (stereo not drawn) returned 14-3-3g Raf -8.

Random excerpt: 2 records from the list.
CCOC(=O)c1c(NC(=O)CCC(=O)O)sc2c1CCN(C)C2 was read as 14-3-3g Raf -1.
`COc1ccc(NC(=O)c2cc3n(n2)C(C(F)(F)F)CC(c2ccc4c(c2)OCO4)N3)cc1Cl` (stereo not drawn) gave 14-3-3g Raf 2.

(further entries)
Screening COC(=O)c1ccc(NC(=O)c2cc3c(CO)cnc(C)c3oc2=Nc2ccc(C)cc2)cc1 returned 14-3-3g Raf -2.
c1ccc(-n2cnc3cc(NCc4ccccn4)ccc32)cc1 was read as 14-3-3g Raf 1.
Screening Cn1c(CCN2CCCCC2)nc2cc(NS(=O)(=O)c3ccc(Cl)cc3)ccc21 returned 14-3-3g Raf -11.
`COc1ccc(-c2nnc(SCC(=O)N3CCCCC3)o2)cc1OC` gave 14-3-3g Raf 3.
Cc1ccccc1NC(=O)C1CCCN(S(=O)(=O)c2c(C)noc2C)C1 (stereo not drawn) was read as 14-3-3g Raf 1.
`COC(=O)CSc1nnc(CNS(=O)(=O)c2ccc(C)cc2)n1C` gave 14-3-3g Raf -1.
Screening COc1ccc(C2CC(=O)C3=C(C2)NC(C)=C(C(=O)OCCc2ccccc2)C3c2cccc([N+](=O)[O-])c2)cc1 (stereo not drawn) returned 14-3-3g Raf 7.
`Cc1ccc(-n2c3c(cc(C(=O)Nc4ccc(Br)cc4)c2=O)C(=O)CC(C)(C)C3)cc1` gave 14-3-3g Raf -4.
O=C(CCN1C(=O)c2ccccc2C1=O)Oc1ccc(C(=O)O)cc1 was read as 14-3-3g Raf -28.
For Cc1nc2cc(C(=O)NCCC3=CCCCC3)ccc2n1-c1cccc(F)c1 the results were 14-3-3g Raf -12.
`C=CCN1C(=O)c2ccccc2Sc2ccc(C(=O)NCCc3ccc(OC)c(OC)c3)cc21` gave 14-3-3g Raf -5.
Screening COc1ccc(NC(=O)CSc2nc(O)cc(=O)n2-c2ccc(OC)cc2)cc1 returned 14-3-3g Raf -82.
Screening Cc1nnc(SCc2nc3ccccc3s2)n1-c1ccccc1 returned 14-3-3g Raf -31.
`Cc1cc2c(cc1Br)NC(=O)C21NN=C(c2ccccc2)S1` (stereo not drawn) gave 14-3-3g Raf 6.
O=C(c1ccco1)N1CCN=C1SCc1ccc(Cl)cc1 was read as 14-3-3g Raf -4.
COCCNC(=O)c1ccc2c(c1)N(Cc1ccccc1F)C(=O)CS2 was read as 14-3-3g Raf -3.
For COc1cccc(C2C(C(=O)c3cccs3)=C(O)C(=O)N2c2cc(C)on2)c1 (stereo not drawn) the results were 14-3-3g Raf -8.
COc1ccc(-c2cn3cccnc3n2)cc1NC(=O)c1ccc(Br)o1 was read as 14-3-3g Raf 0.
`CCn1c(N)c(C(=O)NCC2CCCO2)sc1=S` (stereo not drawn) gave 14-3-3g Raf 4&-5.
CC1=NC(C(F)(F)F)(C(F)(F)F)C2=C(CC(C)(C)CC2=O)N1Cc1ccco1 was read as 14-3-3g Raf -8.

7 entries from above, arranged by heavy-atom count, lowest first.
`Cc1cc2c(cc1Br)NC(=O)C21NN=C(c2ccccc2)S1` (stereo not drawn) gave 14-3-3g Raf 6.
c1ccc(-n2cnc3cc(NCc4ccccn4)ccc32)cc1 was read as 14-3-3g Raf 1.
`COC(=O)CSc1nnc(CNS(=O)(=O)c2ccc(C)cc2)n1C` gave 14-3-3g Raf -1.
CC1=NC(C(F)(F)F)(C(F)(F)F)C2=C(CC(C)(C)CC2=O)N1Cc1ccco1 was read as 14-3-3g Raf -8.
Screening COc1ccc(NC(=O)CSc2nc(O)cc(=O)n2-c2ccc(OC)cc2)cc1 returned 14-3-3g Raf -82.
`Cc1ccc(-n2c3c(cc(C(=O)Nc4ccc(Br)cc4)c2=O)C(=O)CC(C)(C)C3)cc1` gave 14-3-3g Raf -4.
Screening COC(=O)c1ccc(NC(=O)c2cc3c(CO)cnc(C)c3oc2=Nc2ccc(C)cc2)cc1 returned 14-3-3g Raf -2.

Next section.
For Cc1ccc(-c2nc(-c3cc4cc(Br)ccc4oc3=O)sc2C)cc1 the results were 14-3-3g Raf -128.
CCOC(=O)c1nn(-c2ccc3c(c2)OCCO3)cc1O was read as 14-3-3g Raf -4.
For O=C(CSc1ncnc2c1c(-c1ccccc1)cn2-c1ccc(F)cc1)c1ccccc1 the results were 14-3-3g Raf -12.
`O=S(=O)(c1ccc(OCC(O)CNCc2ccco2)c(Cl)c1)N1CCOCC1` (stereo not drawn) gave 14-3-3g Raf 0.
CC(=O)N1CCC(C(=O)Nc2nc(-c3ccccc3)ns2)CC1 was read as 14-3-3g Raf -5.
Screening CN(C)S(=O)(=O)c1cccc2nsnc12 returned 14-3-3g Raf -9&-13.
`CC1CCCC(C)N1CC(O)COc1ccc(Cl)cc1` (stereo not drawn) gave 14-3-3g Raf -6.
Screening O=C(NC1CCCCC1)c1ccc(CS(=O)c2ccccc2)o1 (stereo not drawn) returned 14-3-3g Raf -5.
`CC(C)C(=O)Nc1ccc2c(c1)C(=O)N(CCC(=O)O)C2=O` gave 14-3-3g Raf -1.
CC1CC(C)CN(C(=O)c2ccc(N3CC4CC(C3)c3cccc(=O)n3C4)c(NC(=O)c3cccs3)c2)C1 (stereo not drawn) was read as 14-3-3g Raf -3.
For Cn1c(Cn2c(=O)sc3ccccc32)nnc1SCC(=O)N1CCCC1 the results were 14-3-3g Raf 1.
For CCOC(=O)C1CCN(C(=O)c2ccco2)CC1 the results were 14-3-3g Raf 7.
Screening C=CCn1c(=S)[nH]c2scc(-c3ccc(Cc4ccccc4)cc3)c2c1=O returned 14-3-3g Raf -133.
For CCCCN(C)S(=O)(=O)c1ccc(C(=O)N=c2sc3cc(C(=O)OC)ccc3n2C)cc1 the results were 14-3-3g Raf -3.
For Cc1ccc2c(c1)NCC(C(=O)NCc1ccccc1)O2 (stereo not drawn) the results were 14-3-3g Raf -5&-8.
Screening COc1cc(Cl)c(S(=O)(=O)N2CCOCC2)cc1Cl returned 14-3-3g Raf -8.
`O=C(CSc1ncc(-c2ccccc2)n1CC1CCCO1)N1CCCCC1` (stereo not drawn) gave 14-3-3g Raf -2.
Screening CC(=O)NC1=NN(C(C)=O)C(C)(c2ccc(Cl)s2)S1 (stereo not drawn) returned 14-3-3g Raf 8.
For CCCCCCSc1nnc2c(n1)OC(c1cccnc1)Nc1ccccc1-2 (stereo not drawn) the results were 14-3-3g Raf 68*.
`Cc1nnc(SCCC(=O)Nc2ccc(F)cc2)s1` gave 14-3-3g Raf 1.
O=S(=O)(/C=C/c1ccccc1)Nc1ccc(N2CCOCC2)cc1 was read as 14-3-3g Raf -6.
For COc1ccccc1-c1nc(-c2ccccn2)no1 the results were 14-3-3g Raf 4.
Screening CC1CN(c2nn3c(=O)c4ccccc4nc3c3ccccc23)CC(C)O1 (stereo not drawn) returned 14-3-3g Raf -8.
COc1ccc(C2=Nn3c(nnc3-c3ccc(OC)cc3)SC2)cc1 was read as 14-3-3g Raf -1&-2.
For O=C(NC1CC1)C1CCN(S(=O)(=O)N2CCCCC2)CC1 the results were 14-3-3g Raf 1.
`CC1=C(C(=O)Nc2ccccc2)C(c2cccnc2)n2nc(-c3cccnc3)nc2N1` (stereo not drawn) gave 14-3-3g Raf -4.
`Cc1ccc(C(=O)N2CCN(c3ccc(F)cc3)CC2)cc1` gave 14-3-3g Raf -4.
Screening Cc1ccc(OCCC(=O)O)cc1 returned 14-3-3g Raf 5.
`CC(=O)N1c2ccccc2NC2=C(C(=O)CCC2)C1c1ccc(F)cc1` (stereo not drawn) gave 14-3-3g Raf -6&-5.
`CC(=O)N1CCc2cc(Br)cc(S(=O)(=O)N3CCC(C(=O)N(C)c4cccc(C)c4)CC3)c21` gave 14-3-3g Raf 3.
COc1ccc([N+](=O)[O-])cc1NC(=O)c1sc2ncn(CC(=O)N3CC(C)CC(C)C3)c(=O)c2c1C (stereo not drawn) was read as 14-3-3g Raf -7.
COc1ccc(N(CC(=O)Nc2cc(C)ccc2C)S(=O)(=O)c2c(C)nn(C)c2C)cc1 was read as 14-3-3g Raf 3.
`Oc1ccc(Br)cc1C=Nc1cc2c(cc1Br)OCCO2` gave 14-3-3g Raf -46.
CC(=O)Nc1ccccc1C(=O)C(=O)Nc1cccc(C(=O)N2CC(C)CC(C)C2)c1 (stereo not drawn) was read as 14-3-3g Raf -10.
For Cc1ccc(OC(=O)CCC(=O)N2CCc3ccccc32)cc1 the results were 14-3-3g Raf 1.
O=S(=O)(c1ccccc1)N1CCSC1c1ccco1 (stereo not drawn) was read as 14-3-3g Raf -5.
Screening COC(=O)c1c(NC(=O)c2nn(C)cc2Cl)sc2c1CCCC2 returned 14-3-3g Raf 0&-26.
Cc1c(N(C)C(=O)c2ccco2)c(=O)n(-c2ccccc2)n1C was read as 14-3-3g Raf -6.
Screening CCCC1=C(C(=O)OCC)C(c2cccc([N+](=O)[O-])c2)NC(=O)N1 (stereo not drawn) returned 14-3-3g Raf 5.
For O=C(CN1C(=O)C2C3C=CC(C3)C2C1=O)N1CC=C(c2ccccc2)CC1 (stereo not drawn) the results were 14-3-3g Raf -4.
COC(=O)c1ccc(-n2ncnc2-c2ccc(N(C)C)cc2)cc1 was read as 14-3-3g Raf -8.
`COc1ccc(NC(=O)CCCN2C(=O)c3cccnc3C2=O)cc1` gave 14-3-3g Raf -11.
Screening C=CCNC(=O)c1scc2c1CCCC2 returned 14-3-3g Raf -3&-8.
For O=C1C(=O)N(c2cccc(C(F)(F)F)c2)C(c2ccccc2)/C1=C(\O)c1ccccc1 (stereo not drawn) the results were 14-3-3g Raf -3.
`Cc1ccc(C2=NN(C(=O)c3cccnc3)C(c3ccccc3F)C2)cc1` (stereo not drawn) gave 14-3-3g Raf -55.
Screening N=c1cc(C2(O)CCCCC2)n2c(nc3ccccc32)s1 returned 14-3-3g Raf -1.
Screening Cc1ccc(/C(O)=C2\C(=O)C(=O)N(CCCN3CCOCC3)C2c2ccc(F)cc2)cc1 (stereo not drawn) returned 14-3-3g Raf -4.
COc1ccc(CNC(=O)c2nn3c(c2Br)NC(c2cccs2)CC3C(F)(F)F)cc1 (stereo not drawn) was read as 14-3-3g Raf -6.
`COCCOC(=O)c1c(C)oc2cc(Br)c(OCc3cccc(OC)c3)cc12` gave 14-3-3g Raf 2.
`O=C(CCl)OCCCN=C1NS(=O)(=O)c2ccccc21` gave 14-3-3g Raf 3.
Cc1ccc2ccc3ccc(C)nc3c2n1 was read as 14-3-3g Raf -13.
Screening O=C(Nc1cccc(Cl)c1)N1CCN(C/C=C/c2ccccc2)CC1 returned 14-3-3g Raf -6.
`CC(C)(C)C(=O)Cn1c(=O)n(-c2ccc(F)cc2)c(=O)c2sccc21` gave 14-3-3g Raf -5.
For C/C(O)=c1\ccc2nc(C)nc3cccc1c32 the results were 14-3-3g Raf -15.
For Cc1ccccc1NC(=O)NCc1ccco1 the results were 14-3-3g Raf -4.
`COc1ccc(-c2cc(C(=O)OCC(=O)c3ccc(Cl)c([N+](=O)[O-])c3)c3ccccc3n2)cc1` gave 14-3-3g Raf -10.
COCCN1C(=O)c2ccccc2C(C(=O)NCCC(C)C)C1c1c[nH]c2ccccc12 (stereo not drawn) was read as 14-3-3g Raf -1.

Structures listed so far containing an NH in an aromatic ring, in the order listed:
For CCOc1ccc(NS(=O)(=O)c2ccc3[nH]cc(C(=O)N4CCOCC4)c(=O)c3c2)cc1 the results were 14-3-3g Raf 4.
COCCNC(=O)C1CCC(Cn2c(=O)[nH]c3ccsc3c2=O)CC1 (stereo not drawn) was read as 14-3-3g Raf 3.
Screening C=CCn1c(=S)[nH]c2scc(-c3ccc(Cc4ccccc4)cc3)c2c1=O returned 14-3-3g Raf -133.
COCCN1C(=O)c2ccccc2C(C(=O)NCCC(C)C)C1c1c[nH]c2ccccc12 (stereo not drawn) was read as 14-3-3g Raf -1.

Only part of the results is shown, so the mix of outcomes need not match the whole.
